INS-1E GSIS act – GLuc luminescence reporter in INS-1E cells, primary screen for activators of glucose-dependent secretion of insulin | 370,000 compounds, 0.61% hits | INS-1E GLuc reporter insulin secretion, 2-3 h | AID 743287 | activation, % at 16.6 µM;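 active = lowest replicate activation of at least 40%, so every replicate reaches that level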;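 note: 0% = median of neutral control wells and 100% = median of IBMX positive control wells; some compounds called inactive have numbers as strong as hits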
ARNT-TACC3 inh – ARNT/TACC3 interaction disruption | Q9Y6A5 | AlphaScreen His-ARNT PAS-B/GST-TACC3 binding, luminescence; TACC3 fragment carries E629A point mutation | inhibition, % at 9.99 µM | 390,000 compounds, 0.66% hits | AID 623870;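 active = mean inhibition of replicates at least 50% and at least half of replicates each reaching 50%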;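 note: 0% = complete ARNT plus TACC3 wells and 100% = ARNT alone without TACC3; many hits fall short of the cut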
PglD DTNB – blocks C. jejuni PglD acetyltransferase activity; purified PglD enzyme, DTNB colorimetric CoA detection; inhibition, % at 12.5 µM; 360,000 compounds, 0.098% hits; AID 602405; in the data active = inhibition above about 16%, passing the limit was not always enough; note: strong numbers were not always called active
C2C12 statin – protects C2C12 myotubes from simvastatin toxicity; rescue of ATP level, % at 7.49 µM; 330,000 compounds, 0.78% hits; ATP luminescence, 48 h; scaled: DMSO 0, geranylgeraniol control 100;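 active = mean ATP rescue above about 67%, or every replicate alone reaching that limit, limit read from the data, passing the limit was not always enough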;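 note: myotubes were challenged with 10 µM simvastatin during compound exposure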
PAX8 inh HTS – lowers PAX8-driven luciferase in RMG-I cells; RMG-I TPO-luciferase reporter, SteadyGlo, 24 h; inhibition, % at 12.6 µM; 360,000 compounds, 1.2% hits; AID 652154;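 active = mean replicate inhibition at least 60% with every replicate also reaching 60%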;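 note: luciferase light reporting Pax8 driven TPO promoter activity; plate controls were median of neutral control wells for no effect and mitoxantrone controls for full effect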
PGC1a acetyl inh – PGC1a acetylation modulation, inhibitor mode; 350,000 compounds, 0.17% hits; inhibition, % at 15.6 µM; U2OS PGC1a acetylation, AlphaScreen anti-acetyl-lysine; with virally co-expressed GCN5 acetyltransferase;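 active = every replicate shows inhibition of at least 40%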;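 note: 0% = neutral control wells and 100% = positive control wells; some results beyond the cut were filed as inactive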
LGR2 inh – inhibitors of bursicon-induced Drosophila LGR2 receptor cAMP signaling; inhibition, % at 9.99 µM; HEK293 LGR2, CRE-luciferase, bursicon-stimulated, 4 h; 380,000 compounds, 0.35% hits;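 active = drop in luminescence signal, shown as inhibition above about 50% in the replicate tests, limit read from the data, passing the limit was not always enough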;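 note: agonist challenge used bursicon conditioned medium at about half maximal strength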
Cneo AK release – Cryptococcus neoformans lysis via adenylate kinase release; lysis activity, % at 15 µM; 360,000 compounds, 0.2% hits; C. neoformans lysis, adenylate kinase release luminescence, 4 h; normalised: neutral wells 0, clomiphene wells 100;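 active = mean lysis activity across replicates of at least 80%, whatever share of replicates individually reach that level; inactive = mean lysis activity below 80%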
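Test system: log-phase Cryptococcus neoformans yeast cells. Input: 5 × 10^6 yeast cells/mL. Medium: fresh YPD growth medium. Doses: single dose. Incubation: static 4 h at 37 °C with compound, 1 h detection. Measured by: luminescent adenylate kinase detection reagent. Read-out: signal increase indicating cell lysis. Benchmarks: Clomiphene.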
Numbers without * were called inactive; . = no result given; & = joins results of further samples.

SMILES	INS-1E GSIS act	ARNT-TACC3 inh	PglD DTNB	C2C12 statin	PAX8 inh HTS	PGC1a acetyl inh	LGR2 inh	Cneo AK release
CCOC(=O)C1CCCN(C(=O)c2cc3ncc(Br)cn3n2)C1 (stereo not drawn)	.	-4	5	7	.	-1	.	4
COc1ccc(NC(=S)NCc2ccc(Cl)cc2)c(OC)c1	-4	8	1	3	-11	1	-7	2
COc1cc(C(=O)NCCC(=O)NCCc2ccc(Cl)cc2)cc(OC)c1OC	3	-25	.	.	0	.	1	.
Cc1nc(N)nc(N/N=C/c2ccccc2)n1	8	4	-7	.	-11	-3	-1	0
O=C(Nc1ccc2oc(-c3ccccc3)nc2c1)c1ccccc1F	.	-19	2	-29	.	2	.	-2
N#C[C@H]1N[C@@H](CO)[C@@H]1c1ccc(-c2cccc(F)c2)cc1	4	-6	1	7	9	-12	-10	-3
O=C(CSc1ccccc1C(=O)NCc1ccccc1)NC1CCCCCCC1	-26	-18	-8	-2	15	-19	-4	4
COc1ccc(NC2CC(=O)NC2=O)cc1 (stereo not drawn)	-6	3	-2	-3	12	-5	.	-4
CC(C)C(=O)Nc1ccc(C(=O)NNC(=O)c2cccs2)cc1	-3	-7	-8	.	-10	3	-19	1
C=CCNC(=S)N/N=C(\C)c1cc(OC)c(OC)c(OC)c1	20	4	.	.	11	.	-8	.
CN(C)C(CNC(=O)CCS(=O)(=O)c1ccccc1)c1ccccc1 (stereo not drawn)	15	-19	-13	8	6	3	-9	2
CNC[C@@H]1Oc2c(NC(=O)c3cnccn3)cccc2C(=O)N([C@@H](C)CO)C[C@H]1C	7	.	-2	19	-11	8	10	0
COc1cc([C@H]2[C@@H]3CCCC[C@]3(O)CCN2CC(=O)Nc2ccc(C)cc2)ccc1O	.	3	-4	1	45	19	.	3
CC1(C)CC(=O)C=C(NCCN2CCN(C(=O)Nc3ccc(Cl)cc3)CC2)C1	-15	2	9	-6	.	1	7	5
CN1CCN(C(=O)C[C@@H]2CC[C@H]3[C@@H](COc4ccc(NC(=O)C5CCOCC5)cc4C(=O)N3C)O2)CC1	13	-5	1	-5	4	.	-40	-3
Cc1cccc(-n2ncc3c(NCc4ccccc4)ncnc32)c1	.	-7	3	-145	-29	-8	-56	1
O=CN1N=C(c2ccccc2)CC1c1ccccc1[N+](=O)[O-] (stereo not drawn)	32	-1	.	.	27	.	-31	.
Cc1ccc(-n2nnnc2SCC(=O)NC2CCCc3ccccc32)c(C)c1 (stereo not drawn)	-43	3	.	-2	4	5	4	.
Cc1ccc(S(=O)(=O)C2(C(=O)Nc3nccs3)CC2)cc1	.	5	-5	4	1	-9	30	4
C/C=C/c1ccc([C@H]2[C@@H](CO)N3CCCCN(S(=O)(=O)c4ccc(OC)cc4)C[C@@H]23)cc1	0	1	-1	15	16	-24	34	4
Cc1cccc(/C=N/N(CCO)C2=NS(=O)(=O)c3ccccc32)c1	1	2	-1	-7	0	-12	-17	0
CCOC(=O)N/N=C/c1cccnc1	13	-11	.	.	-6	7	-12	.
COCCCNCC#CCOc1ccc(OC)cc1	-1	-7	.	.	5	.	-8	.
COCC(=O)N(C)C[C@@H]1Oc2ncc(C#C[C@@H](C)O)cc2C(=O)N([C@@H](C)CO)C[C@@H]1C	0	2	-1	8	.	12	4	2
CC(SC(C)C(=O)NN=Cc1cccc(Cl)c1)C(=O)NN=Cc1cccc(Cl)c1 (stereo not drawn)	-1	-1	-3	-7	4	-8	7	0

4 neighbouring entries already listed, for reference:
SMILES	INS-1E GSIS act	ARNT-TACC3 inh	PglD DTNB	C2C12 statin	PAX8 inh HTS	PGC1a acetyl inh	LGR2 inh	Cneo AK release
CCOC(=O)N/N=C/c1cccnc1	13	-11	.	.	-6	7	-12	.
COCCCNCC#CCOc1ccc(OC)cc1	-1	-7	.	.	5	.	-8	.
COCC(=O)N(C)C[C@@H]1Oc2ncc(C#C[C@@H](C)O)cc2C(=O)N([C@@H](C)CO)C[C@@H]1C	0	2	-1	8	.	12	4	2
CC(SC(C)C(=O)NN=Cc1cccc(Cl)c1)C(=O)NN=Cc1cccc(Cl)c1 (stereo not drawn)	-1	-1	-3	-7	4	-8	7	0

(listing goes on)
SMILES	INS-1E GSIS act	ARNT-TACC3 inh	PglD DTNB	C2C12 statin	PAX8 inh HTS	PGC1a acetyl inh	LGR2 inh	Cneo AK release
CC(=O)c1ccc(OC(C)C(=O)OCC(=O)NCCc2ccccc2)cc1 (stereo not drawn)	.	2	-5	0	0	-11	.	0
COc1ccc(S(=O)(=O)N2CCCCN3[C@@H](CO)[C@@H](c4ccc(-c5cccnc5)cc4)[C@@H]3C2)cc1	5	7	2	.	-2	-5	-12	-1
O=S1(=O)CCN2C(c3cccc4ccccc34)=CSC2=N1	11	2	.	.	-2	4	3	.
C[C@@H]1CN([C@@H](C)CO)C(=O)c2cccc(N(C)C)c2O[C@H]1CN(C)Cc1ccc(Oc2ccccc2)cc1	-7	.	0	11	13	0	4	2
CCC(Oc1ccccc1)C(=O)N(CC)CC(=O)NCc1ccc(F)cc1 (stereo not drawn)	-4	-11	.	.	10	.	16	.
CCCNC(=O)N(C)C[C@@H]1Oc2ncc(C#CCc3ccccc3)cc2C(=O)N([C@H](C)CO)C[C@@H]1C	5	-1	-2	-5	-12	-16	-5	47
O=C(C[C@H]1CC[C@H](NC(=O)CCN2CCCCC2)[C@H](CO)O1)Nc1ccc(-c2ccccc2)cc1	12	-13	4	-17	-12	6	1	7
O=C(CCNS(=O)(=O)c1ccccc1)OCc1nc2ccsc2c(=O)[nH]1	2	0	.	.	3	.	4	.
C[C@@H]1CN([C@@H](C)CO)C(=O)c2cc(NC(=O)CCCN(C)C)ccc2O[C@H]1CN(C)Cc1ccc2c(c1)OCO2	9	.	.	.	13	0	8	.
O=C(Cn1c2ccccc2c2nc3n(c(=O)c21)CCS3)Nc1ccccc1	19	-5	-2	13	13	.	-10	1
CCOC(=O)Cn1c2ccc(OC)cc2c2nc3ccccc3nc21	.	0	-3	9	.	15	.	0
Cc1cccc(C(=O)Nc2nnc(-c3cccnc3)o2)c1	9	59*	.	.	-11	-2	-7	.
C=CC[C@@H](Cc1ccc(F)cc1)C(=O)OC[C@H]1CCCN1C(=O)[C@@H](CC=C)CC(=O)N[C@@H](CO)Cc1ccccc1	2	3	-4	10	16	.	22	3
C[C@@H]1CN([C@H](C)CO)C(=O)c2cc(NC(=O)CCN3CCOCC3)ccc2O[C@@H]1CN(C)S(=O)(=O)c1cccs1	10	.	3	25	-13	-6	3	4
c1coc(Cn2c(SCc3nc4ccccc4[nH]3)nnc2-c2cccs2)c1	10	0	-1	5	.	11	28	-11
CCCC(=O)Nc1ccc2c(c1)C(=O)N(C)[C@H]1CC[C@@H](CC(=O)Nc3cn(C)nc3C)O[C@H]1CO2	4	9	-2	6	7	3	-5	3
Cc1ccc(OCc2cc(C(=O)NCC3COCCO3)no2)cc1C (stereo not drawn)	0	-10	-3	.	-74	-3	-10	-1
CN(C(=O)COC(=O)c1ccccc1NC(=O)c1ccco1)C1CCS(=O)(=O)C1 (stereo not drawn)	-2	-4	.	.	11	.	12	.
O=C(COc1ccccc1)NCC(=O)Nc1ccncc1	21	0	2	8	-2	.	10	-1
CC(C)c1ccc(NC(=O)Cn2c(=O)oc3ccccc32)cc1	7	-31	-4	-7	-19	0	5	3
O=[N+]([O-])c1ccc(Oc2ccc(-c3cnc4ccccc4n3)cc2[N+](=O)[O-])cc1	0	-10	.	-15	13	.	-31	.
COCC(=O)Nc1ccc2c(c1)OC[C@@H](C)N(C(=O)c1cnccn1)C[C@H](C)[C@H](OC)CN(C)C2=O	-6	-8	-2	9	-8	2	-14	-3
O=C1C=C(c2ccccc2)OC2(CCCC2)O1	.	-10	0	3	-20	4	.	-1
O=C(N/N=C/c1ccc2c(c1)OCO2)C1COc2ccccc2O1 (stereo not drawn)	5	-2	-3	-4	.	1	-21	3
CC(C)c1cc(CNC(=O)CCc2nnc(CCCCc3ccccc3)o2)on1	.	-3	1	5	-23	-6	-3	2
(next part)
SMILES	INS-1E GSIS act	ARNT-TACC3 inh	PglD DTNB	C2C12 statin	PAX8 inh HTS	PGC1a acetyl inh	LGR2 inh	Cneo AK release
Cc1ccc(S(=O)(=O)Nc2cccc(C(=O)NCCN3CCOCC3)c2)cc1F	1	30	-4	18	1	.	-27	-2
COc1ccccc1-c1ccc(C2[C@H]3CNC[C@@H]2N3S(=O)(=O)c2ccccc2C)cc1 (stereo partly drawn)	11&3	.	.	.	-6&3	-3&-5	9&4	.
COc1ccccc1C1C(C(=O)c2sc(C)nc2C)=C(O)C(=O)N1CCN1CCOCC1 (stereo not drawn)	.	0	6	-10	.	7	.	-7
COc1ccc(Oc2nc(-c3ccccn3)nc3ccccc23)cc1	17	.	-1	.	-58	7	-20	-1
COc1ccc([C@@H]2CC=C(C(=O)O)[C@H](c3cccc(Cl)c3)N2S(=O)(=O)c2ccc(C)cc2)cc1OC	-4	1	6	-9	6	.	12	1
CC(OC(=O)c1ccc2ncsc2c1)C(=O)N(C)C1CCCCC1 (stereo not drawn)	12	-9	2	-2	2	-5	-19	0
COC(=O)c1cn(NC(=O)Cc2ccc(OC)c(OC)c2)c(=O)c2ccccc12	-5	.	4	4	19	7	1	1
CCCN(C)C[C@@H]1OCCCC[C@@H](C)Oc2ccc(NC(=O)Cc3ccccc3)cc2C(=O)N([C@H](C)CO)C[C@@H]1C	3	-5	-1	-12	-8	8	-12	2
COC(=O)[C@]1(C)N[C@H](CN(C)C(=O)Nc2ccccc2)[C@@H]2C(=O)N(Cc3ccccc3)C(=O)[C@@H]21	15	-7	-2	1	9	.	-19	0
O=c1[nH]c(C2CCN(S(=O)(=O)c3ccc(F)cc3)CC2)nc2c1nnn2Cc1ccc2c(c1)OCCO2	-8	.	6	7	-8	4	-11	3
CN1c2ccc(-c3ccc(F)cc3)cc2[C@H]2[C@H](CCN2C(=O)Cc2cccnc2)[C@@H]1CO	1	1	-1	35	-18	-6	12	-2
Cc1ccccc1C1c2[nH]c3ccccc3c2C[C@H]2C(=O)N(C3CCN(Cc4ccccc4)CC3)CC(=O)N12 (stereo partly drawn)	-9	1	-3	-4	19	.	9	0
Cc1cccc(-c2cnc(C(O)c3cc(C)cc(C)c3)[nH]2)c1 (stereo not drawn)	-14	.	6	4	10	-10	0	0
CCCN(CCC)c1nc(NC2CCN(C(=O)OCC)CC2)nc(OC)n1	.	-1	.	1	.	-15	.	3
CCOc1ccc(Oc2nc(N(CC)CC)nc(N3CCOCC3)n2)nn1	-4	7	.	.	6	-4	18	.
Cc1nn(CCC#N)c(NC(=O)c2ccc(Cl)cc2Cl)c1P(=O)(Nc1ccc([N+](=O)[O-])cc1)N1CCOCC1 (stereo not drawn)	.	5	-5	-3	.	0	.	2
CCCC(=O)N1CCCC1(C)C(=O)Nc1cc(OC)ccc1OC (stereo not drawn)	17	.	5	40	-1	-4	12	0
CC(C)(C)C1CCC(C(=O)OCC(=O)N2CCN(C(=O)c3ccco3)CC2)CC1 (stereo not drawn)	-30	-7	5	1	16	3	5	-1
CSCCC(NS(=O)(=O)c1ccc2ccccc2c1)C(=O)OCC(=O)c1ccc(C(C)C)cc1 (stereo not drawn)	-12	9	-6	.	.	7	8	11
CC1CCN(Cc2ccc(-c3nnn(CC(=O)Nc4ccccc4Cl)n3)cc2)CC1	8	-1	.	.	-5	7	-3	.
N#Cc1c(-c2ccc3c(c2)OCO3)cc[nH]c1=O	.	-6	-4	-1	.	-6	.	1
O=C(C1=C(O)C(=O)N(c2ccccc2)C1c1ccc([N+](=O)[O-])cc1)c1cccs1 (stereo not drawn)	-10	6	-4	0	11	3	-16	-1

Compounds as they come. Share with any hit: about 2.9%.
